# RNase H inhibition = RNase H inhibition, HIV 1 Gag Pol polyprotein, FRET biochemical assay, screening (AID 372) | hit rate 0.77% among 100,000 | inhibition, % at 10 µM; hits with a dose series show IC50 in µM | HIV-1 RT RNase H, FRET RNA/DNA substrate fluorescence; higher % means a stronger effect; in the data active means inhibition above about 50%
# An asterisk follows results filed as active. Not all compounds are listed (hit frequency here may not be typical).
smiles,RNase H inhibition
CC(C)COc1ccc(C=C2C(=O)NC(=S)NC2=O)cc1,13.0%
COc1ccc(-n2nc3cc(C)c(NC(=O)C(c4ccccc4)c4ccccc4)cc3n2)cc1,18.0%
Cc1ccc(S(=O)(=O)NC(=O)C(C)O)cc1 (configuration not stated),9.0%
C#CCn1cc(/C=C2\C(=O)NC(=O)N(c3ccc(Br)cc3)C2=O)c2ccccc21,6.0%
C=CCc1ccc(OCCOc2ccc(C=C3C(=O)NC(=S)NC3=O)cc2OC)c(OC)c1,28.0%
CCOC(=O)c1c(-c2ccccc2)oc2ccc(OC(=O)c3ccc([N+](=O)[O-])cc3)cc12,1.0%
CC(=O)Nc1ccc(S(=O)(=O)Nc2cc(C)ccc2C)cc1,9.0%
N=C1/C(=C/c2cn(Cc3ccccc3F)c3ccccc23)C(=O)N=C2SC(c3ccccc3)=NN12,12.0%
COc1ccc(C)cc1N(CC(=O)Nc1cc(Cl)ccc1C)S(C)(=O)=O,31.0%
Fc1cccc(CN2CCN(Cc3ccncc3)CC2)c1,7.0%
Cc1ccc(Sc2c(C)nn(C(=O)c3ccco3)c2C)cc1,11.0%
O=C(N/N=C/c1ccc(Cl)cc1)C(O)c1ccccc1 (configuration not stated),12.0%
CCOCCOC(=O)C1=C(C)NC2=C(C(=O)CC(c3ccccc3)C2)C1c1ccccc1OC (configuration not stated),3.0%
Clc1ccc2nc(N/N=C/c3ccc4ncccc4c3)nc(-c3ccccc3)c2c1,12.0%
Cc1ccc(-n2nc3ccc(NC(=O)c4cccs4)cc3n2)cc1Cl,46.0%
O=C1/C(=C/c2ccccc2Cl)SC(=S)N1c1ccc(Br)cc1,9.0%
NC(=O)c1ccc[n+](CC(=O)c2cc3ccccc3oc2=O)c1,6.0%
Fc1ccccc1-n1c(CN2CCSCC2)n[nH]c1=S,0.0%
CCC(Oc1ccccc1)C(=O)Nc1cc(C)ccn1 (configuration not stated),0.0%
Cc1ccc(/C=C2\SC(=S)N(CCC(=O)NNC(=O)c3ccccc3Cl)C2=O)cc1,3.0%
CCCC/C(CC)=N\NC(=O)c1cc([N+](=O)[O-])cc([N+](=O)[O-])c1,5.0%
COc1ccc(/C=C(\NC(=O)c2ccc(OC)cc2)C(=O)NCCc2c[nH]c3ccccc23)cc1,14.0%
CCc1cc2c(=O)c(-c3nc4ccccc4s3)coc2c(CN2CCCCC2)c1O,10.0%
CCOC(=O)C1=C(C)N=c2s/c(=C\c3cc(OC)ccc3OC)c(=O)n2C1c1ccc(C)cc1 (configuration not stated),1.0%
COc1ccc(CCN=CC2=C(c3ccccc3)Oc3ccccc3C2c2ccccc2)cc1OC (configuration not stated),5.0%
CCOc1ccc(N(CC(=O)NC(C)C)S(=O)(=O)c2ccc(SC)cc2)cc1,8.0%
CCOc1ccc2c(=O)c(Oc3ccccc3)c(C)oc2c1,0.0%
CC(=O)CC(=O)Nc1c(Cl)cccc1Cl,1.0%
Cc1cc([N+](=O)[O-])c(N2CCOCC2)cc1NC(=O)c1cc2ccccc2o1,13.0%
Cc1c(NC(=O)/C(C#N)=C/c2ccc(-c3ccccc3)o2)c(=O)n(-c2ccccc2)n1C,1.0%

# Next structures follow:
smiles,RNase H inhibition
COc1ccccc1NC(=O)C1=C(C)NC2=C(C(=O)CCC2)C1c1ccc(Cl)cc1 (configuration not stated),13.0%
CC(Sc1ccccc1)C(=O)Nc1ccc(C(C)C)cc1 (configuration not stated),6.0%
O=C1CC(c2ccco2)CC(O)=C1C=NCCN1CCNCC1 (configuration not stated),10.0%
CC12CC3CC(C1)CC(NC=O)(C3)C2,12.0%
COCCNC(=O)CN(c1ccc(OC)c(Cl)c1)S(C)(=O)=O,6.0%
CC(C)Cn1c(=O)c(C(=O)Nc2ncccn2)c(O)c2ccccc21,3.0%
CC(=O)Oc1ccc(-c2cccc(C(=O)NC(CO)C(O)c3ccc([N+](=O)[O-])cc3)c2)cc1 (configuration not stated),0.0%
CCN1C(=O)/C(=C\c2cccc(OCc3ccc(Cl)cc3Cl)c2)SC1=S,15.0%
Cc1oc(NC(=O)CCCC(=O)O)c(C#N)c1C,0.0%
NC(=O)c1cnn2c1NC(c1cccs1)CC2C(F)(F)F (configuration not stated),12.0%
CCCCCCN=Cc1c(O)n(-c2ccc(Br)cc2)c(=O)[nH]c1=O,13.0%
CSCCOC(=O)C1=C(C)NC(=O)NC1c1cccc2ccccc12 (configuration not stated),9.0%
COC(=O)c1cc(COc2ccc3c(c2)oc(=O)c2cc(OC)ccc23)c(C)o1,7.0%
NC(=O)/C=C/c1cn(-c2ccccc2)nc1-c1ccccc1,0.0%
CCOc1cc(/C=C2\SC(N)=NC2=O)cc(Br)c1OS(=O)(=O)c1ccc([N+](=O)[O-])cc1,24.0%
COc1ccc(NC(=O)Nc2ccc(I)cc2F)cc1,15.0%
O=C(COc1ccc(Br)cc1)Nc1cccc(Cl)c1,10.0%
CC(=O)NC1=NC(=O)/C(=C\c2ccc(C(C)C)cc2)S1,11.0%
O=C(Nc1ccc2c(c1)OCO2)c1ccccc1Cl,0.0%
CCOC(=O)C1=C(C)N=c2s/c(=C\c3ccccn3)c(=O)n2C1c1ccc(Cl)cc1 (configuration not stated),6.0%
COc1ccc(OC)c(C2NC(c3cc(OC)ccc3OC)C(C)C(C)(O)C2C)c1 (configuration not stated),0.0%
CCOc1cc(/C=C2\C(=O)NC(=O)N(c3cc(C)cc(C)c3)C2=O)ccc1O,0.0%
COc1ccc(C(=O)/C=C\Nc2ccc(Cl)cn2)cc1,19.0%
O=[N+]([O-])c1ccc2nc(SCc3cccc4ccccc34)sc2c1,0.0%
CC1=C(C(=O)OCCc2ccccc2)C(c2ccc(Cl)cc2)C2=C(CCCC2=O)N1 (configuration not stated),6.0%
O=C(O)CCCC(=O)Nc1nc(-c2ccc([N+](=O)[O-])cc2)cs1,2.0%
COc1ccc(OC)c(CN2CCc3c([nH]c4ccccc34)C2)c1,3.0%
O=[N+]([O-])c1cc(-c2nc(-c3ccccc3)c(-c3cccs3)[nH]2)ccc1Cl,27.0%
O=C1c2ccccc2-c2c1c(-c1ccc(Cl)cc1)nc1ccc3ccccc3c21,1.0%
Cc1ccc(-n2c(C)cc(/C=N/NC(=O)c3ccc(CN4CCOCC4)cc3)c2C)cc1,10.0%

# Remaining list, next part.
smiles,RNase H inhibition
COc1ccc(NS(=O)(=O)c2ccc(NC(=S)NC(=O)c3sc4cc(F)ccc4c3Cl)cc2)nn1,16.0%
Cc1ccc(OCC(=O)NNC(=O)c2cccs2)c(C)c1,19.0%
O=C(CN1C(=O)c2ccccc2C1=O)N1CCN(c2ccccc2)CC1,10.0%
O=[N+]([O-])c1cccc(C=Nc2ccc(Cl)c3cccnc23)c1O,13.0%
CCOc1ccc2nc(N3C(=O)C4C5c6ccccc6C(c6ccccc65)C4C3=O)sc2c1 (configuration not stated),9.0%
Cc1cc(=O)oc2cc(OCC(=O)Nc3ccc(S(=O)(=O)Nc4nccs4)cc3)ccc12,2.0%
O=C1CC(c2cccs2)Sc2nc(-c3ccccc3)nn21 (configuration not stated),9.0%
CC1=NC(Nc2nc(C)c3ccccc3n2)=NC(C)(C)C1,7.0%
O=C1CSC(=Nc2ccc(F)cc2)N1,2.0%
O=C1/C(=C/c2ccc(Br)cc2)SC(=S)N1c1cccc(Br)c1,17.0%
COc1ccc(N(CC(=O)N(Cc2ccccc2)Cc2ccccc2)S(=O)(=O)c2ccccc2)cc1,17.0%
O=C(Nc1ccc(Cl)c(Cl)c1)c1ccccc1[N+](=O)[O-],0.0%
O=C1NC(c2ccc(Br)cc2)=N/C1=C/c1ccccc1,12.0%
Cc1ccc(P(=O)(CSC(=N)N)c2ccc(C)cc2)cc1,8.0%
O=C1C(=O)N(C2CCCCC2)C(c2ccc(Br)cc2)/C1=C(/O)c1ccccc1 (configuration not stated),1.0%
NC(=O)c1c(NS(=O)(=O)c2ccc(Br)cc2)sc2c1CCCCCC2,13.0%
COc1ccc(CN=Cc2ccc(OC3CSC3)cc2)cc1,6.0%
C=CCc1ccccc1Oc1cc(F)nc(N)n1,1.0%
Cc1ccc(-c2cc(N)n(Cc3cccc(Cl)c3)n2)cc1,12.0%
O=[N+]([O-])c1ccc(-c2nnc(-c3ccccc3I)o2)cc1,0.0%
CCC(=O)N1N=C2c3ccc(OC)cc3CCC2C1c1cccc([N+](=O)[O-])c1 (configuration not stated),15.0%
COc1cc(Br)c(C2CC(=O)Nc3ccc4ccccc4c32)cc1OC (configuration not stated),18.0%
O=C(O)c1ccccc1C(=O)Nc1nc(-c2ccccc2)cs1,3.0%
O=[N+]([O-])c1ccc(S(=O)(=O)Nc2ccc3c(c2)OCCO3)cc1,3.0%
Cc1cccc2c1[nH]c1nc(N/N=C\c3ccc(N(C)C)cc3)nnc12,9.0%
O=C(O)CCCCCN1C(=O)C(=O)/C(=C(/O)c2ccc(F)cc2)C1c1cccc(F)c1 (configuration not stated),10.0%
COc1cc(/C=N/N(C)c2cc(C)nc(-c3ccccc3O)n2)ccc1O,29.0%
CCOc1ccc2cc(C=O)c(=O)[nH]c2c1,11.0%
N#C/C(=C\c1cc(Cl)ccc1O)C(=O)NC1CCCCC1,12.0%
Cc1ccc(C2=N/C(=C\c3cccs3)C(=O)N2Nc2ccccc2)cc1,8.0%

# Further results follow.
smiles,RNase H inhibition
Cc1ccc(N2C(=O)C3C4C=CC(O4)C3C2=O)cc1Br (configuration not stated),1.0%
CCOc1cc(/C=C2\C(=O)N(c3ccc(Cl)c(C(=O)O)c3)N=C2C(F)(F)F)cc([N+](=O)[O-])c1O,38.0%
COc1cc(/C=C2/C(=O)NN(c3ccc(Br)cc3)C2=O)cc(Cl)c1O,8.0%
Cc1ccc(S(=O)(=O)/N=C/c2ccco2)cc1,0.0%
O=[N+]([O-])c1cccc(C=Nc2ccc3nc(-c4ccccc4)[nH]c3c2)c1,5.0%
O=C(Nc1ccc(Cl)c(C(F)(F)F)c1)c1ccccc1I,0.0%
Cc1ccc2c(c1)NC(C)(C)c1sn(Cc3ccc(Cl)cc3)c(=S)c1-2,14.0%
Cc1cc2c(cc1C)CN(c1ccc(C=Nc3ccc(O)cc3)cc1)C2,5.0%
Cc1cc(Nc2ccc(N)c(C)c2)ccc1N,7.0%
C/C(=N\Nc1nc(C)cc(C)n1)c1ccco1,2.0%
CC(C)Oc1ccccc1NC(=O)c1ccccc1SCc1ccc(F)cc1,11.0%
O=C1C=C(Nc2ccccc2C(=O)O)CC(c2ccccc2)C1 (configuration not stated),0.0%
COc1cc(/C=C2\C(=O)NC(=O)N(c3ccc(Cl)cc3)C2=O)ccc1OCc1ccc(C(=O)O)cc1,4.0%
CCOc1cc(/C=N\NC(=O)COc2ccc(C)cc2)ccc1OC(=O)c1cccs1,22.0%
COc1cc2c(cc1NC(=O)Cc1ccc(Cl)cc1)oc1ccccc12,14.0%
CC(C)OC(=O)COc1ccc2c3c(c(=O)oc2c1)CCC3,0.0%
O=c1cnnc(N/N=C/c2ccc([N+](=O)[O-])cc2)[nH]1,8.0%
Cc1cccc(OCC(=O)NNC(=O)COc2ccccc2C)c1,0.0%
Oc1c(-c2cc(-c3ccc(Cl)cc3)n[nH]2)ccc2ccccc12,17.0%
CCCC(=O)Oc1ccc(N(C(=O)CCC)S(=O)(=O)c2ccccc2)c2ccccc12,11.0%
COc1ccc(C(=O)N2CCN(C3CCN(Cc4ccccc4)CC3)CC2)cc1OC,0.0%
CC(C)(C)c1ccc(OCCCCCN2CCCC2)cc1,4.0%
CCCOc1ccc(C(C)=O)cc1CC(C(N)=O)C(N)=O,0.0%
Cc1ccc(S(=O)(=O)N(C)c2cccc3cccnc23)cc1,29.0%
O=C(Nc1ccccc1F)c1ccc(CN2CCc3ccccc3C2)cc1,25.0%
C=CCc1ccc(OCCCCOc2ccc(F)cc2)c(OC)c1,21.0%
C=CCc1ccccc1OCCOc1c(Br)cc(/C=c2\sc3nc4ccccc4n3c2=O)cc1OC,13.0%
O=C(C#Cc1ccc([N+](=O)[O-])cc1)c1ccccc1,16.0%
Cc1ccc(S(=O)(=O)N/N=C/c2ccc(OCc3ccc([N+](=O)[O-])cc3)cc2)cc1,13.0%
COc1cc(/C=C2/SC(=N)N(c3ccccc3OC)C2=O)ccc1O,36.0%

# An excerpt from above in order of length of the SMILES, ascending:
smiles,RNase H inhibition
CC(C)Oc1ccccc1NC(=O)c1ccccc1SCc1ccc(F)cc1,11.0%
O=[N+]([O-])c1ccc(-c2nnc(-c3ccccc3I)o2)cc1,0.0%
COc1ccc(CCN=CC2=C(c3ccccc3)Oc3ccccc3C2c2ccccc2)cc1OC (configuration not stated),5.0%
COc1ccccc1NC(=O)C1=C(C)NC2=C(C(=O)CCC2)C1c1ccc(Cl)cc1 (configuration not stated),13.0%
CC(=O)Oc1ccc(-c2cccc(C(=O)NC(CO)C(O)c3ccc([N+](=O)[O-])cc3)c2)cc1 (configuration not stated),0.0%

# Next section
smiles,RNase H inhibition
CCC1CCc2c(sc(NC(=O)c3ccc([N+](=O)[O-])cc3Cl)c2C(=O)OC)C1 (configuration not stated),0.0%
COc1ccc(C(=O)N/C(=C/c2ccc([N+](=O)[O-])cc2)c2nc3ccc(C(F)(F)F)cc3[nH]2)cc1OC,16.0%
Cc1ccc(N2C(=O)C(=Cc3ccc(O)cc3)C(=O)N(c3ccc(C)cc3)C2=S)cc1,56.0%*
COc1ccc(OCCCOc2ccccc2Cl)cc1,31.0%
CCN(CC)S(=O)(=O)c1cc(C(=O)Nc2ccc([N+](=O)[O-])cc2)ccc1C,10.0%
CC(C)=NNc1nc(-c2ccc(Br)cc2)cs1,29.0%
O=C(CN1C(=O)c2ccc([N+](=O)[O-])cc2C1=O)Nc1ccc(O)cc1C(=O)O,9.0%
CC(=O)CC(=O)Nc1ccc2[nH]c(=O)[nH]c2c1,4.0%
CCOC(=O)c1conc1-c1ccc(SC)cc1,5.0%
O=C1c2cccc3cccc(c23)C(=O)N1CCC(=O)n1cnc2ccccc21,0.0%

# Compound activity: PubChem, MTDP
